# Bioassay records as filed in PubChem.
# PAD4 inh – human PAD4 inhibitors, primary screen, biochemical, fluorescence polarization, 1536-well format | Protein-arginine deiminase type-4 (Homo sapiens), Q9UM07 | recombinant PAD4, RCA probe fluorescence polarization | inhibition, % at 6.36 µM | actives 0.41% (n = 330,000);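 active = percent inhibition above a cutoff equal to the mean of all tested compounds plus 3 SD, cut at about 15% in these data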;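 note: 0% = PAD4 with RCA probe and DMSO and 100% = probe without PAD4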
# EBNA-1 inh – EBNA-1 DNA-binding inhibitors, primary screen, biochemical, fluorescence polarization. inhibition, % at 14.8 µM. actives 0.34% (n = 300,000). AID 1950, 2009; in the data active = inhibition above about 28%
# PAFAH1B3 inh – PAFAH1B3 enzyme inhibitors, primary screen, biochemical, fluorescence polarization, human. Platelet-activating factor acetylhydrolase IB subunit alpha1 (Homo sapiens), Q15102. actives 0.28% (n = 340,000). inhibition, % at 3.39 µM. recombinant PAFAH1B3, FP-rhodamine probe;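 active = inhibition above the screen-wide average of all tested compounds plus 3 SD, cut at about 25% in these data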;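 note: 0% = enzyme with DMSO only and 100% = wells lacking PAFAH1B3 protein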
# Target sequence (Q15102 whole entry, looked up): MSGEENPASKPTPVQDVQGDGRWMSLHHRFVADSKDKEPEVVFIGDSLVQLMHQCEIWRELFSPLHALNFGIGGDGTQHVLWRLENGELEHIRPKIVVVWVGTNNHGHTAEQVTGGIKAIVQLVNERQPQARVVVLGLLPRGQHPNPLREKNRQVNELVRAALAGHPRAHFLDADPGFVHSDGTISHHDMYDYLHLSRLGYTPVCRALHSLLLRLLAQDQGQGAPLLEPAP
# LYPLA2 counter – LYPLA2 inhibitors, primary screen, counter-screen for PME1 inhibitor project, biochemical, fluorescence polarization, FP-Rh probe ABPP; Acyl-protein thioesterase 2 (Homo sapiens), O95372; recombinant LYPLA2; inhibition, % at 5.9 µM; actives 0.38% (n = 320,000);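 active = inhibition above the screen-wide mean plus 3 SD, limit set per campaign, cut at about 26% in these data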;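 note: 0% = LYPLA2 with DMSO and 100% = wells lacking LYPLA2 enzyme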
# Target sequence (O95372 whole entry, looked up): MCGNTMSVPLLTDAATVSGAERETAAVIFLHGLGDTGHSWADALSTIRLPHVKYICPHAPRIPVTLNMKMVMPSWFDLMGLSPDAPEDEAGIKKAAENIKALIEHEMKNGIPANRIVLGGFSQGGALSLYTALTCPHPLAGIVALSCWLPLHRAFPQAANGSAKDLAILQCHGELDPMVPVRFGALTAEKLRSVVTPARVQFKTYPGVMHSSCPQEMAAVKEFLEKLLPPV
# GSTO1 inh – inhibitors of recombinant GSTO1, primary screen, counter-screen for RBBP9 inhibitor project, biochemical, fluorescence polarization; actives 1.1% (n = 300,000); inhibition, % at 5.96 µM; Glutathione S-transferase omega-1 (Homo sapiens), P78417; activity-based probe fluorescence polarization;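 active = inhibition above the campaign mean inhibition plus 3 SD, cut at about 35% in these data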;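 note: 0% = GSTO1-1 with DMSO and 100% = wells lacking GSTO1-1 enzyme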
# Target sequence (P78417 whole entry, looked up): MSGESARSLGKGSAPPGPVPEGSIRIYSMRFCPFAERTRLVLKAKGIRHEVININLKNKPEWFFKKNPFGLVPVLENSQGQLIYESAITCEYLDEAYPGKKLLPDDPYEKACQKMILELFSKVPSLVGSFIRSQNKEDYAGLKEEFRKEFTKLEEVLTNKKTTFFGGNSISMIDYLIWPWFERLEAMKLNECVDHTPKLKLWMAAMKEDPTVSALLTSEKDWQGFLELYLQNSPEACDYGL
# ZTA DNA inh – blocks Epstein-Barr virus ZTA, an EBNA-1 counter-screen; P03206; inhibition, % at 11 µM; actives 0.15% (n = 320,000); ZTA-DNA binding, fluorescence polarization; in the data active = inhibition above about 33%
# PREPL inhibitor – PREPL enzyme inhibitors, primary screen, biochemical, fluorescence polarization. Prolyl endopeptidase-like (Homo sapiens), Q4J6C6. recombinant PREPL, fluorescence polarization activity-based probe. inhibition, % at 5.96 µM. actives 0.68% (n = 320,000); in the data active = inhibition above about 43%;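 note: 0% = enzyme with DMSO and 100% = wells lacking enzyme; many of its hits are not listed in these tables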
# PAFAH2 FP inh – PAFAH2 enzyme inhibitors, primary screen, biochemical, fluorescence polarization, human | Platelet-activating factor acetylhydrolase 2, cytoplasmic (Homo sapiens), Q99487 | recombinant PAFAH2, FP-rhodamine activity probe | inhibition, % at 3.39 µM | actives 0.99% (n = 340,000) | AID 492956, 2010;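 active = inhibition above the mean over all tested compounds plus 3 SD, cut at about 30% in these data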;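 note: inhibitors block probe labeling of enzyme so polarization drops; 0% = enzyme with DMSO and 100% = wells lacking PAFAH2 protein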
# LYPLA1 inh – LYPLA1 inhibitors, primary screen, counter-screen for PME1 inhibitor project, biochemical, fluorescence polarization, FP-Rh probe ABPP; Acyl-protein thioesterase 1 (Homo sapiens), O75608; recombinant LYPLA1; inhibition, % at 5.9 µM; actives 0.16% (n = 320,000); AID 2174, 2009;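 active = inhibition above the mean of all tested compounds plus 3 SD, set per campaign, cut at about 14% in these data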;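 note: inhibitors block serine hydrolase probe labeling of LYPLA1 so polarization falls; 0% = enzyme with DMSO and 100% = wells lacking LYPLA1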
# Target sequence (O75608 whole entry, looked up): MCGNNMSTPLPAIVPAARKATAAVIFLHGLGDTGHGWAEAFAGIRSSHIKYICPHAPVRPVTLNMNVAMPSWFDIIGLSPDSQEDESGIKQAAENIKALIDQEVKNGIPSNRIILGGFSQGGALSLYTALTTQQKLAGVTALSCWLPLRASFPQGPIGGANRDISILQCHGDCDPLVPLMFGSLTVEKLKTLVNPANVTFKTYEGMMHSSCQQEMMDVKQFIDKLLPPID
# An asterisk follows results filed as active; . = no result given. Not all compounds are listed; rates above refer to the full screens.
SMILES,PAD4 inh,EBNA-1 inh,PAFAH1B3 inh,LYPLA2 counter,GSTO1 inh,ZTA DNA inh,PREPL inhibitor,PAFAH2 FP inh,LYPLA1 inh
CCC1(c2ccc(Cl)cc2)NC(=S)N(c2ccc(C)c(C)c2)N1 (stereo unspecified),6.2,-6.4,9.4,4.0,-34.0,4.1,-2.6,15.4,1.9
O=C(Cc1ccccc1)N/N=C/c1ccc2c(c1)OCO2,-4.6,14.8,.,-3.5,0.0,0.5,-5.9,.,0.3
CCCC(OC(=O)CN1C(=O)COc2ccccc21)C(=O)NC1CCCC1 (stereo unspecified),-0.3,1.1,-5.5,-4.5,6.3,-5.0,18.7,5.3,-3.0
CCNC(=S)N1CCC(c2nc3ccccc3s2)CC1,-0.5,7.8,3.0,-0.9,-0.1,-0.2,1.4,3.9,-1.7
O=S(=O)(N1CCCCCC1)N1CCNCC1,-0.7,4.6,4.8,-6.2,6.4,4.7,-3.5,6.4,-2.9
CCCNC(=O)CSc1nc(COc2ccccc2)nc2ccccc12,-1.0,0.0,8.1,-3.9,-13.7,-19.9,3.8,7.8,0.2
Cc1cccc(C)c1NC(=O)CNC(=O)C(Cc1ccccc1)NC(=O)c1ccccc1 (stereo unspecified),-4.6,2.7,5.0,-2.3,-1.0,-3.9,-9.7,-4.8,-1.1
O=C(CCCn1c(=S)[nH]c2cc3c(cc2c1=O)OCO3)NCCc1ccccc1Cl,-1.4,7.1,2.2,5.8,8.9,10.6,-92.5,1.6,-3.9
COc1ccc(CNC(=O)CCCCCNC(=O)N2CCn3c2nc2ccccc23)cc1,-2.2,-2.5,6.8,0.8,-2.4,15.7,-2.6,-1.3,-0.2
Cc1ccc2c(c1)NC(=O)C(CC(=O)Nc1ccc(Br)c(C)c1)O2 (stereo unspecified),1.4,6.4,-3.6,2.9,4.1,-9.4,-3.6,3.3,3.9
CCN1CCN(CC(=O)N2N=C(c3cccs3)CC2c2ccc(OC)cc2)C(=O)C1=O (stereo unspecified),1.9,-5.0,8.5,-1.7,10.9,-10.9,16.3,-1.4,0.8
COc1ccc(C=O)cc1COc1c(F)c(F)cc(F)c1F,-0.3,-7.3,-0.9,2.0,2.8,11.5,-26.9,-5.5,4.2
NC(=O)CSc1nnc(Cc2ccc3c(c2)OCO3)o1,-2.4,8.4,7.8,-2.9,-11.9,21.3,5.3,0.4,5.7
Nc1cc(=O)[nH]c(SCc2csc(-c3ccccc3)n2)n1,-5.1,4.8,-1.9,-5.0,-2.4,3.8,-20.9,-2.4,-7.1
O=C(O)c1ccccc1C(=O)NC1=NN(c2ccccc2)CC1,0.0,-6.0,11.5,-10.6,4.7,0.7,4.9,-3.2,-1.2
COc1ccccc1C(=O)COC(=O)c1ccc(Cl)nc1,1.3,.,5.4,6.3,.,-5.4,0.5,4.3,-1.3
c1ccc(Cc2nn[nH]n2)cc1,1.8,-5.6,3.5,4.0,-3.2,6.2,8.9,3.5,4.2
CCN(CC)CCn1c(SCC(=O)NCCC2=CCCCC2)nc2c(sc3ccccc32)c1=O,4.4,14.1,2.6,1.0,-8.0,-4.5,18.6,-6.9,2.4
COc1ccc(NC(=O)C(Sc2nnc3ccccn23)c2ccccc2)cc1Cl (stereo unspecified),3.0,-1.1,2.1,0.3,-4.1,7.1,-5.0,4.1,-4.6
COC(=O)C(C)NC(=O)C12CC3CC(C1)CC(c1ccc(C)cc1)(C3)C2 (stereo unspecified),-3.5,4.8,1.8,-4.5,-7.0,-3.0,-12.5,9.3,-1.6
NS(=O)(=O)c1cccc(NC(=O)COC(=O)Cc2n[nH]c(=O)c3ccccc23)c1,2.2,.,4.2,0.9,.,-9.3,13.2,-3.0,-1.1
COc1ccc(-c2c(NC(C)=O)n(C)c3ccccc3c2=O)cc1,6.9,-2.5,12.3,1.5,0.7,-2.8,-13.1,4.6,3.5
CCOc1cc(C=O)ccc1OCCCN1C(=O)NC(C)(C)C1=O,-2.0,-0.8,2.8,-8.7,6.3,16.3,1.1,-3.0,-2.5
CCCN(CC(=O)Nc1ccccc1OC)C(=O)CCC(=O)c1ccc(Cl)s1,-8.2,.,2.1,-5.7,.,8.6,14.7,5.4,4.2
O=C(NCCCl)Nc1cccnc1Cl,-1.6,-10.9,3.7,0.2,-5.5,-9.2,-3.5,3.8,-0.1
Cc1ccc(/C=C/c2nc3ccccc3[nH]2)o1,-1.2,-4.5,5.7,3.0,14.8,10.0,6.8,1.4,-2.2
Cc1cccc(C)c1NC(=O)CN(C)C(=O)CSC(=S)N1CCCC1,0.8,-1.9,6.9,2.1,-2.9,-0.6,11.3,-0.6,2.8
CCOc1cc(N2CCOCC2)c(OCC)cc1NC(=O)c1ccc(S(=O)(=O)N(C)C)cc1,-1.7,-7.7,4.6,-3.0,11.3,12.3,4.5,3.6,0.7
C=C(C)CSc1nc2ccccc2[nH]1,2.0,4.7,2.5,0.0,-0.1,-21.9,-0.2,-1.2,-0.3
CN(CC(=O)Nc1cccc(Cl)c1)S(=O)(=O)c1ccc2[nH]c(=O)oc2c1,-4.6,14.2,4.9,3.4,1.1,-5.4,-18.7,3.5,-0.3
Cc1scc(C(=O)N/N=C/c2ccc(OC(C)C)cc2)c1C,-1.9,-19.6,2.8,-7.1,-1.3,-6.6,1.8,1.3,0.8
O=C(CSc1nccn1-c1ccccc1)NCc1ccc(F)cc1,-5.6,0.3,6.7,2.5,6.9,20.9,7.0,3.2,-1.0
COc1cc(/C=C2/SC(=NCc3ccccc3)N(Cc3ccccc3)C2=O)ccc1O,-12.3,-13.6,-3.2,-19.9,-21.6,6.1,12.4,-8.7,-11.9
COc1ccc(NC(=S)N2CCN(CCN=CC3=C(O)CC(c4ccccc4)CC3=O)CC2)cc1 (stereo unspecified),-2.6,4.0,7.2,9.8,4.1,-9.6,15.0,-4.6,5.5
COc1ccc(C(=O)NC(=O)CSc2nnc(-c3ccco3)n2-c2ccccc2)cc1,-2.8,16.5,2.3,6.6,4.2,-17.9,10.7,2.1,-1.4
Cc1ccc(-c2noc(-c3cc4ccccc4oc3=O)n2)cc1,-0.4,2.3,7.6,1.4,-2.3,-14.9,0.1,7.5,-1.2
Clc1ccc(CNc2cnccn2)cc1Cl,-3.2,6.2,2.5,-8.8,3.4,9.8,-42.7,0.1,1.0
Nc1ccc2c(c1)-c1ccccc1S(=O)(=O)N2,5.5,-7.5,20.5,6.3,36.8*,-9.7,19.7,23.3,-3.9
O=C(O)CCC(=O)NCC(=O)c1ccc(F)cc1,-0.2,-7.8,.,0.5,8.4,-5.9,9.2,.,5.7
O=C(N/N=C/C(Cl)=C/c1ccccc1)c1ccc2c(c1)OCO2,-4.9,.,-2.7,-1.4,.,-4.3,1.6,1.2,-5.3
O=c1cc(N2CCc3ccccc32)[nH]c(=O)n1-c1ccccc1Cl,1.2,2.4,4.6,10.0,0.7,0.1,5.1,0.9,0.2
Cc1nc2sc(C(c3cccs3)N3CCC4(CC3)OCCO4)c(O)n2n1 (stereo unspecified),0.9,0.5,0.6,4.1,5.5,-2.7,-11.6,-5.0,1.7
CC(C)(C)NC(=O)CN(C(=O)CS(=O)CC(=O)Nc1ccc(F)cc1)c1ccc2c(c1)OCCO2 (stereo unspecified),-2.6,-14.6,-1.6,2.1,0.7,-10.3,10.3,1.5,-4.1
CC1(C)CC(=O)C(C(N)=NC(=O)c2ccccc2)=C(O)C1,-5.4,12.1,10.4,-2.6,5.6,18.1,14.5,5.8,-2.8
CN(C)S(=O)(=O)c1ccc(C(=O)Nc2ccccc2SCCC#N)cc1,-1.3,-7.4,10.9,-4.3,-3.0,5.0,-3.5,-0.7,1.1
Cc1nn(C)cc1CNC(=O)C1CCC(=O)N(Cc2cccc(C(F)(F)F)c2)C1 (stereo unspecified),-2.4,5.0,2.3,5.1,-1.1,12.0,-3.2,-1.1,0.3
O=C1c2ccccc2NC(c2ccccc2)N1/N=C/c1ccccc1 (stereo unspecified),-6.0,-1.5,-0.8,-7.2,1.0,11.2,2.0,11.4,-2.4
CCc1noc(C)c1C(=O)NCCc1ccc(OC)c(OC)c1,2.1,4.8,-6.2,0.5,1.6,5.9,9.5,-4.1,2.9
C=CCn1c(N)cc(=O)nc1SC(C)C(=O)Nc1ccc(C(=O)OCC)cc1 (stereo unspecified),-3.1,0.0,17.0,-9.7,-3.7,-7.8,9.8,-2.8,-1.5
O=C1Nc2ccccc2C1(O)Cc1ccccn1 (stereo unspecified),-1.1,-5.4,2.2,1.2,6.9,9.3,-1.3,3.6,2.1

# (continued)
SMILES,PAD4 inh,EBNA-1 inh,PAFAH1B3 inh,LYPLA2 counter,GSTO1 inh,ZTA DNA inh,PREPL inhibitor,PAFAH2 FP inh,LYPLA1 inh
COc1ccc(C2C(C(=O)c3ccco3)=C(O)C(=O)N2CCN2CCOCC2)cc1 (stereo unspecified),-2.6,0.6,9.2,2.1,-2.2,-10.9,1.5,-3.3,3.0
CC(=O)c1cc(-c2ccccc2)n(CCC(=O)NC2CCCCCCC2)c1C,-1.4,-0.9,-8.5,5.2,5.2,-12.1,8.7,-2.8,3.2
O=C(NC1CC1)C1=C[C@H](c2c[nH]c3ccccc23)C[C@H](OCCCCO)O1,-1.3,8.7,6.6,-1.8,13.4,-3.9,15.0,3.2,-0.2
CC1c2cc3c(cc2CCN1C(=O)c1ccc(C(F)(F)F)cc1)OCCCO3 (stereo unspecified),-3.9,-8.3,3.3,23.2,7.1,-14.6,13.7,-2.7,3.6
O=C(NNC(=O)c1csc(N2CCOCC2)n1)c1ccc(=O)[nH]c1,2.1,.,2.6,1.6,.,-0.6,2.1,4.4,1.0
COc1ccc(OC)c(C2C(C(=O)c3ccc(C)o3)=C(O)C(=O)N2c2cc(C)on2)c1 (stereo unspecified),-13.3,1.5,13.3,4.0,-0.1,1.1,-4.3,3.0,2.8
COc1cc(C(O)c2nc3ccccc3n2C(C)C)cc(OC)c1OC (stereo unspecified),-2.4,-3.8,2.3,-2.1,0.3,-9.9,2.7,-7.1,-0.3
O=P(c1ccccc1)(c1ccccc1)c1cc(Br)cc(Br)c1OCCO,-2.9,5.6,-3.3,4.7,-1.8,6.7,4.4,-4.8,-0.8
CCCCCCSc1nnc(-c2cnn(-c3ccccc3)c2-n2cccc2)n1C,-3.4,-5.3,3.8,1.8,1.1,-3.3,10.8,5.0,0.6
CC1CCCCC1NC(=O)c1ccc(S(=O)(=O)N2CCCC2)cc1 (stereo unspecified),2.2,-0.6,7.9,8.0,-1.7,-15.0,-1.9,-1.6,-2.1
CCNC(=O)Nc1ccc(OC)cc1OC,-6.1,6.4,0.8,2.3,7.1,-3.2,-0.7,-0.1,0.9

# 2 of the compounds above, bar-delimited:
structure | PAD4 inh | EBNA-1 inh | PAFAH1B3 inh | LYPLA2 counter | GSTO1 inh | ZTA DNA inh | PREPL inhibitor | PAFAH2 FP inh | LYPLA1 inh
O=P(c1ccccc1)(c1ccccc1)c1cc(Br)cc(Br)c1OCCO | -2.9 | 5.6 | -3.3 | 4.7 | -1.8 | 6.7 | 4.4 | -4.8 | -0.8
CC(=O)c1cc(-c2ccccc2)n(CCC(=O)NC2CCCCCCC2)c1C | -1.4 | -0.9 | -8.5 | 5.2 | 5.2 | -12.1 | 8.7 | -2.8 | 3.2
